Compound activity (PubChem BioAssay)
SRC1 inh – SRC1 coactivator transcriptional activity inhibitors, primary screen, cell-based, luminescence | inhibition, % at 3.6 µM | Nuclear receptor coactivator 1 (Homo sapiens), Q15788 | AID 588354, 2011 | actives 0.12% (n = 360,000) | HEK293 GAL4-SRC1 luciferase reporter;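 active = inhibition above the campaign mean plus 3 SD, with each screening campaign given its own cutoff, cut at about 60% in these data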;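 also: 0% = DMSO treated cells and 100% = gossypol at 36 µM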
TWEAK-Fn14 inh – inhibitors of TWEAK-Fn14 signaling, primary screen, luciferase reporter cells, uHTS | TWEAK-stimulated Fn14 reporter cells, luciferase luminescence, 8 h | inhibition, % at 10 µM | actives 2% (n = 360,000); in the data active = inhibition above about 50%
C8 TRAIL sens – viability loss with TRAIL in NB7+C8 cells, primary screen, TRAIL sensitizer project, cell-based, ATPlite luminescence; actives 1% (n = 360,000); inhibition (viability loss, TRAIL sensitization), % at 10 µM;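 active = compounds causing at least 50% loss of cell viability in the single-dose screen, relative to plate controls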
LRH-1 inv ag – LRH-1 (NR5A2) inverse agonists, primary screen, cell-based, luminescence, HEK293T, StAR-luciferase reporter. LRH-1 transfected, 24 h. Nuclear receptor subfamily 5 group A member 2 (Homo sapiens), O00482. AID 602396, 2012. actives 0.13% (n = 360,000). inhibition, % at 3.6 µM;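 active = inhibition above the mean inhibition of all tested compounds plus 3 SD, cut at about 73% in these data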;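 also: 0% = DMSO wells and 100% = reporter-only cells lacking LRH-1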
Target sequence (O00482 whole entry, looked up): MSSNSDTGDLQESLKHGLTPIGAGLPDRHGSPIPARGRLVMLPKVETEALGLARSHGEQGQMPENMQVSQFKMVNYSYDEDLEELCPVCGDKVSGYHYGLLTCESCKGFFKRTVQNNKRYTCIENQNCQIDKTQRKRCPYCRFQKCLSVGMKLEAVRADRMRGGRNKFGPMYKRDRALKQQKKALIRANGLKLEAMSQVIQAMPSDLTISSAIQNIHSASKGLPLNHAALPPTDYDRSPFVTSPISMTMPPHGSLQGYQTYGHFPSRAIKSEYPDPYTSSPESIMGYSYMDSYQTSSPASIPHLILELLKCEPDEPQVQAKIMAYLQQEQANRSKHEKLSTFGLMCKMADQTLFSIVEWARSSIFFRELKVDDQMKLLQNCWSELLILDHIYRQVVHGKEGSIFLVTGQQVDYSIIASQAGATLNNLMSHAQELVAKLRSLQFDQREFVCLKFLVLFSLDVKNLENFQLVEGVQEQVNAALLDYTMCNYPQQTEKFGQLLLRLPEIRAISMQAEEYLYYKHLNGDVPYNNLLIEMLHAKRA
CF NFkB inh – inhibitors of PAF-induced NF-kB signaling, primary screen, cell-based, GFP fluorescence, uHTS | AID 588850, 2011 | inhibition, % at 5 µM | actives 0.86% (n = 360,000) | KKLEB NF-kB-GFP reporter, GFP fluorescence overnight;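 active = at least 50% inhibition at 5 µM, scaled per plate between neutral and stimulator controls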;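 also: PAF is a Pseudomonas aeruginosa culture filtrate used as stimulus; plate controls were PAF-stimulated DMSO wells for no effect and unstimulated DMSO wells for full effect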
NCOA2 inhibitor – inhibition of GAL4-SRC2 driven luciferase reporter, primary screen, SRC2 inhibitor project, cell-based, luminescence; Nuclear receptor coactivator 2 (Homo sapiens), Q15596; HEK293 GAL4-SRC2 luciferase reporter; inhibition, % at 9 µM; actives 0.17% (n = 370,000); AID 651957, 2012;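 active = inhibition above the mean inhibition of all tested compounds plus 3 SD, set per campaign, cut at about 52% in these data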;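 also: 0% = DMSO treated cells and 100% = cells given Gossypol at 36 µM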
SRC3 inh – SRC3 coactivator transcriptional activity inhibitors, primary screen, cell-based, luminescence. AID 588352, 2011. HEK293 GAL4-SRC3 luciferase reporter. inhibition, % at 3.6 µM. actives 0.17% (n = 360,000). Nuclear receptor coactivator 3 (Homo sapiens), Q9Y6Q9;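 active = inhibition above a per-campaign cutoff, the mean of all compounds plus 3 SD, cut at about 60% in these data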;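 also: 0% = DMSO-treated cells and 100% = gossypol-treated cells at 36 µM; higher means less SRC3-driven luciferase light from the GAL4 reporter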
TROY NFkB inh – inhibitors of TROY-driven NF-kB signaling, primary screen, Q293 LMP1-TROYcd cells, NF-kB luciferase, uHTS; Q293 LMP1-TROYcd NF-kB luciferase reporter, 4 h; inhibition, % at 10 µM; actives 0.98% (n = 360,000); AID 1347056, 2019;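 active = compounds whose plate-normalised and pattern-corrected inhibition of the luciferase reporter signal at the single screening dose is 50% or more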
LMP1 NFkB inh – EBV LMP1-driven NF-kappaB luciferase reporter inhibitors, primary screen, cell-based, luminescence, single point; actives 0.69% (n = 350,000); LMP1-induced NF-kappaB luciferase reporter cells; inhibition, % at 12.5 µM; in the data active = inhibition above about 41%;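 also: 0% = neutral control wells and 100% = reference inhibitor control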
KKLEB cytotox – cytotoxicity in KKLEB CF airway cells, primary screen, cytotoxicity control for CF NF-kB inhibitor project, cell-based, uHTS, fluorescence assay plates; KKLEB CF airway cells viability, ATPlite luminescence, overnight; active compounds read low; cells stimulated with P. aeruginosa culture filtrate; actives 0.36% (n = 360,000); activity change (cytotoxicity), % at 5 µM;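 active = corrected activity change at or below -50% at 5 µM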
COUP-TFII inh – NR2F2 transcriptional activity inhibitors, primary screen, cell-based, luciferase reporter, HEK293T, luminescence. AID 686940, 2013. inhibition, % at 8.6 µM. actives 0.7% (n = 370,000). COUP transcription factor 2 (Homo sapiens), P24468. HEK293T NGFI-A luciferase reporter;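 active = inhibition above a per-plate cutoff, mean inhibition of test wells between control levels plus 3 SD, cut at about 38% in these data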;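 also: cells cotransfected with COUP-TFII expression vector driving the NGFI-A reporter; 0% = median of COUP-TF2 test wells and 100% = reporter-only cells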
Target sequence (P24468 whole entry, looked up): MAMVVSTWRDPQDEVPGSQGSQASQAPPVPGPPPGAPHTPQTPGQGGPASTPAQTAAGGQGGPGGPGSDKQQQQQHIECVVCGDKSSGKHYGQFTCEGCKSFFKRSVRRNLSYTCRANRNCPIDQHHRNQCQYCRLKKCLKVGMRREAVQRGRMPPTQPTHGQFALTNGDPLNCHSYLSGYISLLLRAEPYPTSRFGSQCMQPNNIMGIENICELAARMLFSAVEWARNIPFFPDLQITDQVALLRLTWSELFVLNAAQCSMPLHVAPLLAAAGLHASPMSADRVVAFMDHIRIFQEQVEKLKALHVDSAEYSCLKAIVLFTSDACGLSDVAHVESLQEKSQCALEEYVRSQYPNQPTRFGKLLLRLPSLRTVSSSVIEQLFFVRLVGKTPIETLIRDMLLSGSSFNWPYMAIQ
Numbers without * were called inactive; . = no result given.

SMILES	SRC1 inh	TWEAK-Fn14 inh	C8 TRAIL sens	LRH-1 inv ag	CF NFkB inh	NCOA2 inhibitor	SRC3 inh	TROY NFkB inh	LMP1 NFkB inh	KKLEB cytotox	COUP-TFII inh
O=C(NCCCc1ccccc1)c1cc(COc2ccc(F)cc2Cl)on1	2	-26	6	17	-11	14	24	-14	6	-10	6
CC(C)CCNC(=O)C(NS(=O)(=O)c1ccc2c(c1)c(=O)n(C)c(=O)n2C)c1ccccc1 (stereo unspecified)	-12	-6	12	-9	-5	-1	-16	2	12	10	8
CCc1nc(NCCC(C)C)c2nnn(Cc3ccccc3)c2n1	5	13	-1	2	14	-6	0	4	-14	-13	0
CC(C)NC(=O)c1ccc2c(c1)N(CC(=O)Nc1ccccc1F)C(=O)C(C)(C)O2	-10	-29	-3	-11	-12	-11	-5	0	10	4	8
CN(CC1CCOCC1)C(=O)CC1C(=O)NCCN1Cc1ccccc1F (stereo unspecified)	9	1	14	-9	-35	3	-7	13	0	29	26
O=C(CSC1=NCCS1)Nc1ccc(S(=O)(=O)NC2CCCCC2)cc1	2	-43	-5	-11	0	12	7	7	2	-5	-1
Cc1ccc(CN2CC(C(=O)Nc3cc(S(C)(=O)=O)ccc3Cl)CC2=O)cc1 (stereo unspecified)	1	13	-4	-5	0	-21	-15	8	-1	4	-4
CCC(CC)NC(=O)/C=C/c1cccc([N+](=O)[O-])c1	3	-4	-7	-13	-1	0	1	21	-3	-3	-6
O=C(c1cccs1)N1CCN(C(=O)N2CCOCC2)CC1	-9	2	-8	-7	10	-22	3	-17	-4	-3	2
O=C(/C=C/c1cccnc1)c1ccc(F)c(F)c1	1	-1	-9	7	0	9	12	-2	16	0	4
CCCOc1cccc(C2C(C(=O)c3cccs3)=C(O)C(=O)N2Cc2cccnc2)c1 (stereo unspecified)	8	1	-10	-7	-5	-26	4	-27	5	16	5
Fc1ccc(Nc2nc(-c3ccncc3)nc3ccccc23)cc1F	-14	-27	-14	22	-21	1	15	6	-3	-9	8
CCOc1ccc(NC(=O)CN(C)C(=O)CCC2CCCCC2)cc1OCC	4	0	-2	7	11	1	25	3	0	-15	12
Cc1cc(OC(C)C(=O)NCC2CCC(C(=O)O)CC2)c2c(C)cc(=O)oc2c1 (stereo unspecified)	1	-14	22	16	8	-12	16	-2	-6	7	2
CN(C(=O)CCNC(=O)N1CC(=O)Nc2ccccc21)C1CCCCC1	-1	-17	5	2	0	10	11	10	4	-6	15
Cc1c(NC(=O)/C(=C\c2ccccc2)NC(=O)c2ccccc2)c(=O)n(-c2ccccc2)n1C	-3	94*	-3	17	6	-26	4	-9	0	-10	2
CN(C)c1nc(N)nc(CSc2nnnn2-c2ccccc2)n1	-8	8	-1	-5	-8	3	-2	5	-1	5	-12
O=C(COC(=O)C1CCN(S(=O)(=O)c2ccc3c(c2)OCCO3)CC1)Nc1ccccc1OC(F)F	6	-22	-4	-6	12	-29	-7	21	-6	0	13
O=C(NC(=S)NC1CCSC1=O)c1cccs1 (stereo unspecified)	5	12	2	10	14	21	6	-10	3	-11	8
CN(C)c1ccc(/C=N/Nc2cc(N3CCOCC3)nc(N3CCOCC3)n2)cc1	6	-21	-6	21	-10	-4	11	-3	6	6	15
CC(C)(C)N(NC(=O)Nc1ccccc1)C(=O)c1ccccc1Cl	-25	-22	-3	-1	-4	-1	7	13	-16	-8	1
Cc1ccc(-c2cc(C(F)(F)F)n3ncc(C(=O)N4CCN(C)CC4)c3n2)cc1	-8	-40	3	5	7	3	3	20	9	-13	-9
Cc1ccc(-c2nc3ccccc3o2)cc1NC(=O)c1ccc2c(c1)OCO2	-107	0	6	-114	-22	-34	-76	-92	-20	0	-42
CCc1ccc(CN(C)C(=O)C2CCC(=O)N(CCCN3CCCC3=O)C2)cc1 (stereo unspecified)	-16	5	-29	-3	-14	-7	10	-8	-1	3	5
CC1(C(=O)NS(=O)(=O)c2ccc(C#N)cc2)CCN1C(=O)C1(c2ccccc2)CC1 (stereo unspecified)	-21	-7	-1	0	0	8	-18	-21	.	-1	18

Exported in CSV form: entries from further up.
mol,SRC1 inh,TWEAK-Fn14 inh,C8 TRAIL sens,LRH-1 inv ag,CF NFkB inh,NCOA2 inhibitor,SRC3 inh,TROY NFkB inh,LMP1 NFkB inh,KKLEB cytotox,COUP-TFII inh
O=C(COC(=O)C1CCN(S(=O)(=O)c2ccc3c(c2)OCCO3)CC1)Nc1ccccc1OC(F)F,6,-22,-4,-6,12,-29,-7,21,-6,0,13
O=C(NC(=S)NC1CCSC1=O)c1cccs1 (stereo unspecified),5,12,2,10,14,21,6,-10,3,-11,8

Further results follow:
SMILES	SRC1 inh	TWEAK-Fn14 inh	C8 TRAIL sens	LRH-1 inv ag	CF NFkB inh	NCOA2 inhibitor	SRC3 inh	TROY NFkB inh	LMP1 NFkB inh	KKLEB cytotox	COUP-TFII inh
COC(=O)NCC(c1cccnc1)N1CCN(c2ccccc2)CC1 (stereo unspecified)	-26	4	-11	-3	-28	-6	-39	1	-2	8	1
Cc1ccc(NC(=O)C2CCCN(c3cnccn3)C2)c(C)c1 (stereo unspecified)	-19	-7	0	3	14	-22	5	14	-23	0	9
CNS(=O)(=O)c1cccc(C(=O)OCC(=O)Nc2ccc(N3CCCCC3)cc2)c1	-9	-8	-2	-5	-7	4	-20	2	-4	-1	-8
CCOCCCNC(=S)NCCCNc1nc2cc3c(cc2cc1C#N)OCO3	-4	35	12	10	-2	-19	-3	-5	-2	-4	-1
N#CCCN(Cc1ccncc1)C(=S)NC1CC2C=CC1C2 (stereo unspecified)	5	-11	3	3	8	-1	-40	-25	15	-4	0
CN1CCN(c2ccccc2NC(=O)Cn2ncc3c([nH]c4ccccc43)c2=O)CC1	10	11	-16	8	14	-4	20	-4	3	6	10
CCN(CC(=O)NCc1cccs1)S(=O)(=O)c1c(F)cccc1F	-5	3	-6	1	3	0	2	3	34	0	1
C=CCNC(=S)Nc1cccc2[nH]ncc12	-4	-25	-11	6	8	-4	9	-8	-4	-4	10
N=c1sccn1CC(=O)Nc1ccc([N+](=O)[O-])cc1Cl	-2	6	-9	27	10	23	-20	3	-7	-7	17
COc1ccnc(Oc2ccc(F)cc2)c1C(=O)N/C=N/OCc1c(Cl)cccc1Cl	1	25	-13	-11	1	5	10	-27	1	-8	-9
CCOC(=O)c1cc(C(=O)OCC)cc(-n2cc(O)c(C(=O)OCC)n2)c1	9	-14	-11	-8	-4	-11	-7	-7	0	7	-7
CCc1ccc(NCc2ccc(OC)c(Cn3ccnc3)c2)cc1	3	-27	-1	5	11	13	-12	1	35	3	2
CC1=CC(C)(C)NC(=O)N1c1ccc(C)cc1	-19	0	-17	-22	-3	-5	-16	7	0	9	5
O=C(CSc1nnc(-c2c[nH]c3ccccc23)o1)c1ccccc1	-57	-19	-16	12	6	1	-20	-33	-3	9	-11
CN(C)S(=O)(=O)Oc1ccccc1C(=O)Nc1ccc(F)cc1F	-13	-1	-1	-2	-2	-29	13	-1	0	12	5
CCOC(=O)N1CCN(C(=O)COC(=O)c2cccc(S(C)(=O)=O)c2)CC1	-31	-2	-12	-4	-16	-7	-21	3	-8	11	-10
CC(NC(=S)NCCc1ccccc1)C(c1cccs1)N1CCN(Cc2ccccc2)CC1 (stereo unspecified)	8	19	14	-3	8	19	-54	5	1	5	-18
CCC(C)N(C(=O)COc1ccccc1C#N)C1CCS(=O)(=O)C1 (stereo unspecified)	-8	10	8	-23	6	-15	5	-10	-5	6	0
CCOC(=O)C1C2C=CC(CC2)N1c1ccccc1 (stereo unspecified)	-2	5	1	-11	21	6	2	-14	6	-12	11
O=C(Cc1ccc(S(=O)(=O)N2CCOCC2)s1)N1CCN(S(=O)(=O)c2ccc(Cl)cc2)CC1	-13	-1	18	9	2	17	5	7	11	-20	15
COc1cccc(NC(=S)/C(=C(\[O-])c2ccc([N+](=O)[O-])cc2)[n+]2ccccc2)c1	3	-1	0	-8	-9	14	-2	-29	-11	6	11
CCOC(=O)Nc1nnc(-c2ccc(OC)cc2)s1	-40	-1	12	-50	0	-47	-20	-31	-1	-8	-21
COc1ccc(OC)c(NC(=O)CSc2nc3n[nH]c(C)c3c(=N)n2-c2cccc(Cl)c2C)c1	1	12	18	-2	-15	-4	-3	29	5	-6	0
COc1ccc(CN(C)C(=O)c2cc(S(=O)(=O)Nc3ccccc3F)ccc2C)c(OC)c1	-1	53*	-12	5	4	20	-7	-19	.	0	15
CCCC(=O)Nc1ccc(C(=O)n2nnc3ccccc32)cc1	-26	7	-8	-1	0	-20	-3	-3	8	-3	-6

More entries:
SMILES	SRC1 inh	TWEAK-Fn14 inh	C8 TRAIL sens	LRH-1 inv ag	CF NFkB inh	NCOA2 inhibitor	SRC3 inh	TROY NFkB inh	LMP1 NFkB inh	KKLEB cytotox	COUP-TFII inh
Cc1ccc2nc(-c3ccccc3)cc(C(=O)N(C)CC(=O)Nc3ccccc3Br)c2c1	14	16	29	-1	4	10	15	-15	6	-13	20
Cc1ccc(Cn2ccc(=O)c(OCc3ccccc3)c2C)cc1	-17	0	12	-82	-6	-41	-9	-54	-25	2	-20
CCOC(=O)N1CCN(c2nc(C(F)(F)F)nc3c(C)cc(C)cc23)CC1	3	27	24	6	5	4	19	3	10	8	-4
COc1ccc(NC(=O)Nc2cccc3c2O[C@H](CN(C)C(=O)Nc2ccccc2)[C@@H](C)CN([C@H](C)CO)C3=O)cc1	-11	-3	-1	4	-8	3	-13	-19	5	-3	-4
CCC(C)NC(=O)/C(=C/c1ccco1)c1ccccc1 (stereo unspecified)	13	-7	10	-5	-3	0	3	-4	-2	4	-4
COc1ccc(CNC(=O)CNC(=O)[C@@H]2Cc3ccccc3CN2)cc1	15	4	-14	-4	-18	7	-25	3	1	-3	-16
CS(=O)(=O)Nc1ccc(C2=NN(S(C)(=O)=O)C(c3cccs3)C2)cc1 (stereo unspecified)	-24	-2	-8	-51	-19	-25	-29	-51	-7	4	5
CCOC(=O)[C@]12CCCC=C1N(Cc1ccco1)C(=O)[C@H](CC(=O)N1CCN(C(=O)C3CC3)CC1)C2	.	-13	-4	-44	.	14	.	-3	.	.	11
Cc1cc(=O)oc2c(C)c(OCC(=O)c3ccccc3)ccc12	-23	-38	-12	-6	37	-14	-10	-35	-7	1	-19
N#Cc1cccc(NC(=O)Cn2cnc(S(=O)(=O)N3CCCC3)c2)c1	-32	-9	-10	-2	-10	-23	6	3	-1	5	-5
CCOc1ccccc1C=C1CCc2ccccc2C1=O	-9	-28	4	-19	20	4	-18	-25	-4	-10	-4
O=C(c1ccc(Cl)cc1)C(CN1CCCC1)c1ccccc1 (stereo unspecified)	2	58*	36	18	69*	35	21	-15	46*	-60*	-14
